# KCNH2 3.1 inh – KCNH2 3.1 (human) potassium channel inhibition; activity change, % (tested at about 1.8 µM); U2OS KCNH2 3.1, thallium flux FluxOr; hits give low values; actives 0.95% (n = 340,000); AID 720553;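 active = maximum activity change below -70%; inconclusive = maximum activity change from -70% to -50%; inactive = maximum activity change above -50%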;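 note: thallium influx rate constant from kinetic fluorescence after stimulation buffer; % is set by controls: 0 for no effect and ±100 for the full control effect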
#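 Measured as rate of thallium-driven FluxOr signal in transduced U2OS cells carrying the 3.1 channel, read kinetically for 2 min upon stimulation; values are rate constants scaled to DMSO control wells.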
# MBNL1 CUG block – MBNL1-poly(CUG) RNA binding inhibition. Q9NR56. TR-FRET MBNL1-His/biotin-(CUG)12 binding, 665/545 ratio. Potency, µM (series often up to 57.5 µM), for inactives: at the top dose activity change, negative = inhibition, actives largely listed as inhibitors. actives 0.036% (n = 280,000). AID 2675; active = well fitted inhibition curve with a large enough effect in the signal ratio, with a control signal flat, not every such curve was filed as active; inconclusive = small, poorly fitted or top-dose-only effect, or effect the other way, or a change in a side signal; inactive = no such curve, though single readings can be large or run the other way; the % refers to the signal ratio; note: potency is the fitted concentration of half-maximal effect; % is set by controls: 0 for no effect and ±100 for the full control effect
# Target sequence (Q9NR56 whole entry, looked up): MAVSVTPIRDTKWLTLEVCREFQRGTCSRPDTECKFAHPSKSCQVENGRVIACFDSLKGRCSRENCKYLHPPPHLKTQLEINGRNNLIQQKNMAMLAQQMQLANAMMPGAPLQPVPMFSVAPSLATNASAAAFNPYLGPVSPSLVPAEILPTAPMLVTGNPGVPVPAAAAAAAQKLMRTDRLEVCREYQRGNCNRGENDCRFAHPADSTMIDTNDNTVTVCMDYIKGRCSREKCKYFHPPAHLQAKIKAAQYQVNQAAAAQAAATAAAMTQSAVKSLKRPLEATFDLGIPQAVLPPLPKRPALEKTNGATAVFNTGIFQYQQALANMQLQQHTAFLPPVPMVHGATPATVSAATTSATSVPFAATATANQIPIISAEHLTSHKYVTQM
#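 His-tagged MBNL1 binding to biotinylated (CUG)12 RNA was measured by TR-FRET using terbium anti-His antibody (0.055 ng/ul final) and streptavidin-XL665 (5 nM final). Compounds were titrated 92 nM to 58 uM; 60 min at room temperature.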
# MLL CXXC-DNA inh – inhibitors of human MLL CXXC domain-DNA interaction; Q03164; MLL-CXXC / FITC-HOXA9 DNA fluorescence polarization; Potency, µM (titrated, usually from 115 µM), without a hit: at the highest dose activity change, negative = inhibition, hits mostly inhibitors; actives 0.037% (n = 290,000); AID 2662; active = well fitted inhibition curve with a large enough effect in the polarisation, with a control signal flat, not every such curve was filed as active; inconclusive = small, poorly fitted or top-dose-only effect, or effect the other way, or a change in a side signal; inactive = no such curve, though single readings can be large or run the other way; the % refers to the polarisation; note: potency is the fitted concentration of half-maximal effect
#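 Fluorescence polarization: 7 uM MLL-CXXC (stock) preincubated 5 min with compounds, then 50 nM fluorescein-HOX-A9 DNA (stock) added; 30 min ambient. Buffer 50 mM Tris-HCl pH 7.5, 50 mM NaCl, 1 mM DTT, 0.05% BSA.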
# A-T KAP1 phos – candidate therapy for ataxia-telangiectasia | actives 0.19% (n = 320,000) | Potency, µM (doses to about 57.5 µM), for the others: at the top dose activation, actives largely listed as activators | […] A-T fibroblasts, KAP-1 phosphorylation AlphaLISA; neocarzinostatin DNA damage 30 min before lysis; note: potency is the fitted concentration of half-maximal effect; % of control where 0% means no effect; nearly all actives have a fitted effect of over 45% in size
#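 ATM-like activity read as KAP-1 phosphorylation via AlphaLISA donor/acceptor antibody pairs after lysis and 6 hr at 25C. Cells were ATM-null patient fibroblasts ([…], hTERT), dosed 60 min, then exposed to the DSB inducer NCS for 30 min.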
# GALK inhibitor – blocks human galactokinase activity; P51570; Purified GALK, Kinase-Glo residual ATP luminescence; Potency, µM (top dose mostly 57.5 µM), for the others: top-dose activity change, negative = inhibition, most hits filed as inhibitors; AID 1868; actives 0.007% (n = 270,000); note: potency is the fitted concentration of half-maximal effect; % is set by controls: 0 for no effect and ±100 for the full control effect
#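 Kinase-Glo Plus luminescence measured ATP left after a 1 h room-temperature reaction. The reaction used 5 nM GALK, 100 uM galactose and 35 uM ATP at pH 8.0 (20 mM HEPES, 5 mM MgCl2, 60 mM NaCl, 1 mM DTT, 0.01% BSA).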
# FBPA coupling cs – counter-screen for Giardia aldolase inhibitors: coupling enzyme system. coupling enzyme system counterscreen, AmpLite Red fluorescence. activity change, negative = inhibition, % at 58.2 µM, hits read low. actives 0.67% (n = 290,000). AID 2472; in the data active = activity change below about -30%; note: % is set by controls: 0 for no effect and ±100 for the full control effect
#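 Counterscreen lacking aldolase: glyceraldehyde-3-phosphate coupling-enzyme reagent preincubated 10 min at RT with compound (at 57.5 uM final), then substrate/coupling system with AmpLite Red added; fluorescence read at 525/598 nm after 20 min RT.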
# S-ASM inh – human S-ASM enzyme inhibition | placental ASM, HMU-PC fluorogenic substrate, 60 min | Potency, µM (doses to about 57.5 µM), inactives show at the top dose activity change, negative = inhibition, usual class: inhibitors | actives 0.006% (n = 340,000); note: potency is the fitted concentration of half-maximal effect
# Target sequence (P17405 47-631 limits assumed): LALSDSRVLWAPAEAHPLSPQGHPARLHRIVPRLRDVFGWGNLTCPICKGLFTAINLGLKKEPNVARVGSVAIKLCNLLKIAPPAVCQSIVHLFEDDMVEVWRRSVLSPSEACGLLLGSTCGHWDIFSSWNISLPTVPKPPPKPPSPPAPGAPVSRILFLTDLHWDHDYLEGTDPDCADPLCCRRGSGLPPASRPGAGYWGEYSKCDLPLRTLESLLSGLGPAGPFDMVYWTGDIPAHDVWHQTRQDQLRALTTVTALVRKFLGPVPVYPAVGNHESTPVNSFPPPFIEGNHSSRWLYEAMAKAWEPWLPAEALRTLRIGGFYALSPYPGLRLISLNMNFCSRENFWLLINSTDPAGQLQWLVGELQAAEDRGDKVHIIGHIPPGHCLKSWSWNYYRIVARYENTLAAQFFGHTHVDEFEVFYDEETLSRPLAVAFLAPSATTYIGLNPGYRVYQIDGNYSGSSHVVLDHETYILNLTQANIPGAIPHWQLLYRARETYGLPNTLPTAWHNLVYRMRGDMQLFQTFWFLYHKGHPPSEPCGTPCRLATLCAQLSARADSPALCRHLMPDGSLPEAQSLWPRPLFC
#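 Human placenta-derived ASM enzyme was preincubated with compound for 10 minutes at room temperature, then given fluorogenic substrate HMU-PC0 (9 uM final) for 60 minutes at 37 °C; a pH 10 stop preceded fluorescence reading at Ex 386/Em 447 nm.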
# TRPV1 agonist – human TRPV1 agonism | Q8NER1 | TRPV1-expressing cells, Fluo-8 calcium influx, agonist mode | activation, % at 8.33 µM | actives 0.19% (n = 320,000); in the data active = activation above about 80%; inconclusive = between about 30% and that limit; note: 0% is about no effect
#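 Cells expressing TRPV1 were dye-loaded with Fluo-8 and read kinetically: 10 s baseline, 3 min after compound (agonist portion), then 2 min after EC20 capsaicin (allosteric enhancer portion). Calcium-bound dye fluorescence at 480/520 nm.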
# Integrin act MD – integrin-mediated muscular dystrophy alleviation activation; alpha7betagal myoblasts, beta-gal FDG fluorescence, 48 h; Potency, µM (series often up to 38.3 µM), without a hit: top-dose activation, actives largely listed as activators; actives 0.064% (n = 350,000); AID 624291;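 note: potency is the fitted concentration of half-maximal effect; 100% = response of the positive control SU9516; nearly all actives have a fitted effect of over 60% in size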
#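 Alpha7betagal+/- myoblasts (passage 13) were plated 16-24 hr, then exposed to compounds (1:260 dilution of DMSO stock) for 48 hours at 37C. After MPER lysis, β-galactosidase reporter activity was read as FDG fluorescence (ex 480/em 540) after 30 minutes.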
# KCNH2 WT inh – inhibitors of human wildtype KCNH2 potassium channel; Q12809; actives 0.37% (n = 340,000); activity change, % at 1.84 µM; U2OS, BacMam KCNH2, thallium flux FluxOr; hits give low values; AID 720551;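 active = maximum activity change below -70%; inconclusive = maximum activity change between -70% and -50%; inactive = maximum activity change above -50%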; note: % is set by controls: 0 for no effect and ±100 for the full control effect
#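 U2OS cells were transduced with wild-type KCNH2 virus (2.03 x 10^8 / mL) for 4 h at room temperature, then cultured overnight at 37 C. Thallium flux was read with FluxOr dye. Rate constants were normalized to DMSO controls.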
# Starred values were filed as active, the others as inactive; u = inconclusive; x = not tested or not shown; [ ] = dose if it differs, or a comment. Unless noted, calls come from the whole dose curve; as a rule, active = well fitted curve in the direction sought with a large enough effect; inconclusive = small, poorly fitted or top-dose-only effect, or another doubt; inactive = no such curve, though single readings can be large; an effect the other way counts as inactive or inconclusive.
SMILES,KCNH2 3.1 inh,MBNL1 CUG block,MLL CXXC-DNA inh,A-T KAP1 phos,GALK inhibitor,FBPA coupling cs,S-ASM inh,TRPV1 agonist,Integrin act MD,KCNH2 WT inh
NC(=O)C(CC(=O)O)NC(=O)[C@@H]1CCOc2c(I)cc([N+](=O)[O-])cc2C(=O)N[C@@H](CCC(=O)O)C(=O)N[C@@H](CO)C(=O)N1 (stereo partly drawn),-16,u,0%,5%,x,7,4%,-5,0%,-6
Cc1ccc2cc(CN(C(=O)c3ccco3)c3ccccc3)c(=O)[nH]c2c1,1,29%,9%,5%,-3%,-2,-2%,3,10%,1
CCOc1c(Nc2ccc(C(C)C)cc2)c(=O)c1=O,4,-3%,27%,21%,1%,3,-2%,83*,u,0
COc1cccc(-c2sc3ccc(OC)cc3c2C#CCC(C)O)c1 (stereo not drawn),x,x,x,21%,x,x,0%,13,-6%,x
CCOC(=O)c1c(CC(C)C)csc1NC(=O)c1ccccc1C(=O)O,-36,-4%,-4%,-1%,1%,23,12%,15,-1%,-3
COc1ccc(Cl)cc1NC(=O)CN(C)C(=O)Cc1ccsc1,-1,x,x,-2%,x,x,-1%,-2,1%,9
COc1cc2cnc(-c3cccnc3)cc2cc1OC,4,x,x,-5%,x,x,2%,x,-30%,2
O=C(C1CCCO1)N1CCN(C(=S)Nc2ccc(Br)cc2)CC1 (stereo not drawn),-6,-4%,-5%,14%,2%,x,x,2,11%,6
COc1ccc(N(C)C(=O)c2cn(CC(C)C)c(=O)c3cc(OC)c(OC)cc23)cc1,4,-4%,u,-4%,-3%,-1,-1%,0,15%,7
COc1ccccc1C(=O)NC(CCSC)C(=O)OCC(=O)NC(=O)NCc1ccco1 (stereo not drawn),-2,3%,3%,13%,-1%,0,-11%,3,0%,2
Cc1ccsc1/C=C(\C#N)C(=O)Nc1c(C)n(C)n(-c2ccccc2)c1=O,-4,u,7%,11%,-4%,1,0%,-6,5%,2
CC(=O)Nc1cccc(C(=O)Nc2cccc3ncccc23)c1,-4,-1%,-6%,4%,-1%,1,2%,1,-26%,8
CCCn1c(SCC(=O)Nc2ccccc2C(=O)NC2CC2)n[nH]c1=O,-3,x,x,-3%,x,x,0%,-4,3%,-19
COc1ccc2nc3c(cc2c1)c(NC(=O)CC(C)C)nn3CC(C)C,9,5%,-1%,34%,1%,-3,485%[activator],u,5%,-5
CCN1/C(=C2/OC(=S)N(C)C2=O)Sc2ccccc21,2,11%,5%,3%,0%,1,10%,-2,10%,-17
CCOc1cccc2cc(-c3csc(NC(=O)CCC(=O)NCCN4CCCCC4C)n3)c(=O)oc12 (stereo not drawn),1,u,14%,0%,0%,0,70%[activator],u,-62%[inhibitor],15
CSc1ccc(S(=O)(=O)Nc2cccc(F)c2)cc1,x,-3%,1%,3%,-2%,-1,x,2,x,x
C=CCn1c(=O)c2c(nc(-n3nc(C)cc3C)n2C)n(C)c1=O,31,-9%,2%,5%,6%,1,5%,2,1%,1
COc1ccc(C)cc1NC(=O)C(OC(=O)C1=NNC(=O)CC1)c1ccccc1 (stereo not drawn),10,x,x,-2%,x,x,-1%,x,3%,7
CCOc1cc(S(=O)(=O)NCCCn2ccnc2)ccc1Cl,-3,-9%,-1%,7%,5%,4,-5%,3,-5%,23
O=[N+]([O-])c1ccc(OCC(O)CNC2CCCC2)cc1 (stereo not drawn),-22,11%,6%,3%,-3%,-2,1%,-2,12%,-9
Cc1nonc1NC(=O)CSc1ccc(-c2ccccc2)nn1,12,2%,8%,0%,-1%,0,1%,4,7%[7.66 µM],4
CCCn1c(=O)c2c(nc(Br)n2CCC)n(C)c1=O,11,-2%,5%,9%,4%,6,3%,-1,-29%,-6
CCOc1ccccc1N1CN(Cc2ccccc2)CNC1=S,2,-6%,-3%,-31%,0%,0,1%,-1,-17%,3
COc1ccccc1NC(=O)COC(=O)c1cc2ccccc2cc1O,0,x,x,-1%,x,x,10%,7,17%,-1
C=CCC1NS(=O)(=O)O[C@H](CCCC)[C@@H]1O (stereo partly drawn),-13,0%,6%,9%,x,0,-1%,3,-30%,-1
COc1ccc(C2OC34CCCCC3C(C#N)(C#N)C2(C#N)C(=N)O4)cc1 (stereo not drawn),6,u,28µM*,15%,-1%,-2,x,1,-14%,-13
COc1ccc(C(OC(=O)c2ccco2)C(=O)NC2CCCC2)cc1 (stereo not drawn),1,-4%,10%,2%,8%,0,-2%,-2,-4%,-1
Cc1ccc(S(=O)(=O)N2CCOCC(=O)NCCOCCNC(=O)COCC2)cc1,3,-12%,-3%,5%,1%,4,2%,-1,26%,-11
CSCCC(NC(=O)c1cccc(S(=O)(=O)N2CCOCC2)c1)C(=O)Nc1ccc(F)cc1 (stereo not drawn),9,x,3%,-7%,1%,2,4%,23,1%,8
COc1cccc(NC(=O)C2C3C=CC4(O3)C2C(=O)N(CCCN2CCCCC2)C4C(=O)NC2CCCCC2)c1 (stereo not drawn),-4,0%,-1%,-1%,-1%,1,0%,0,u,-3
Nc1ccc(C(=O)N2CCN(S(=O)(=O)c3ccc(Br)cc3)CC2)cc1[N+](=O)[O-],-14,x,x,-8%,x,x,-12%,-2,7%,-6
Cc1cccc(C)c1NC(=O)CS(=O)CC(=O)Nc1ccc(F)cc1F (stereo not drawn),-1,5%,4%,5%,-1%,1,2%,0,8%,-1
COc1ccc(Nc2c([N+](=O)[O-])ccc3c2=NC2(CCCCC2)N=3)cc1,-8,u,-7%,-8%,0%,-34*,-12%,6,25%,1
O=C(O)CN1C(=O)NC2(CCOc3ccccc32)C1=O (stereo not drawn),32,-11%,0%,11%,-1%,0,2%,-3,18%,11
FC(F)Oc1ccc(NC(=S)NC2CCSc3ccccc32)cc1 (stereo not drawn),-26,u,18%,4%,-3%,x,-15%,-3,-47%,2
Cc1noc(C)c1S(=O)(=O)Nc1ccc2c(c1)C(=O)N([C@H](C)CO)C[C@H](C)[C@@H](CN(C)C(=O)Nc1ccc3c(c1)OCO3)O2,14,x,x,6%,x,x,-3%,x,38%,-6
COc1cc(/C=N/NC(N)=O)ccc1OC(=O)c1ccco1,-13,x,65%[activator],-4%,2%,5,2%,4,24%,-6
CC(C)CN(C(=O)COC(=O)CSc1ccccc1F)c1c(N)n(Cc2ccccc2)c(=O)[nH]c1=O,4,x,x,-1%,x,x,9%,0,5%,-8
O=C(COC(=O)/C=C/c1ccc([N+](=O)[O-])cc1)NC(c1ccccc1)c1ccccc1,-11,13%,5%,5%,2%,2,3%,-7,-3%,-133*
Cc1cc([N+](=O)[O-])cc2c1NC(=O)C2(O)N1CCOCC1 (stereo not drawn),-1,u,6%,5%,-3%,-21,-1%,-1,0%,4
O=C(CNC1CCCCCC1)Nc1ccccc1N1CCOCC1,10,-6%,-5%,-3%,7%,6,1%,19,u,10
O=C1ON=C(c2ccccc2)/C1=C/c1cccnc1,-8,2%,-20%,19%,8%,2,0%,-5,2%,-6
COCCNC(=O)c1cc(-c2ccc(Cl)c(Cl)c2)on1,-25,-11%,5%,-12%,1%,0,-1%,u,2%,-24
Cc1ccc(SC2CC(=O)N(c3ccc4c(c3)OCCO4)C2=O)cc1 (stereo not drawn),-10,-1%,-7%,1%,9%,-1,-1%,9,-10%,9
Cc1ccc(-c2nnn(CC(=O)NC3CC4CCC3C4)n2)cc1 (stereo not drawn),15,-17%,-4%,-10%,-1%,2,-4%,13,-1%,-11
Cc1noc(C)c1COc1ccccc1C(=O)N1CCN(S(=O)(=O)c2ccccc2C#N)CC1,-9,x,x,x,x,x,0%,x,13%,-3
CC(C)O/C(=N/S(=O)(=O)c1ccc(Cl)cc1)c1ccccc1,15,x,x,x,x,x,0%,x,16%,-6
COc1ccccc1N1CCN(C(=O)c2cc3c(=O)n4cccc(C)c4nc3s2)CC1,-12,u,10%,-6%,7%,-2,471%[activator],1,0%,7
O=C(Nc1ccccc1C(=O)N1CCCC1)C1CCN(c2ncccn2)CC1,16,0%,2%,2%,0%,0,-2%,3,9%[7.66 µM],6
COc1ccccc1NC(=O)CN1C(=O)COc2ccc(S(=O)(=O)N3CCOCC3)cc21,8,-6%,4%,1%,-4%,2,-1%,2,-5%,-4
Cc1nc(-c2cccc(Cl)c2)n[nH]1,4,-11%,-8%,9%,-1%,2,2%,-4,0%,2
CCN1C(=O)CC(c2ccccc2)CC1=O,-5,x,x,-7%,x,x,13%,7,0%,11
CCOc1ccc(NC(=O)C(CC)n2nc(C)c3c(C)n(-c4ccccc4)nc3c2=O)cc1 (stereo not drawn),28,-3%,3%,-1%,1%,x,7%,1,-64%,-11
